HEK293 tox: cytotoxic compounds in HEK 293 cells; 6.6% of 94,000 active; HEK 293 viability, ATP luminescence (CellTiter-Glo), 48-72 h; Potency, µM (doses to about 115 µM), without a hit: at the top dose activity change, negative = cytotoxicity, usual class: inhibitors; note: potency is the fitted concentration of half-maximal effect; nearly all actives have a fitted effect of over 60% in size
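Read-out: CellTiter-Glo ATP luminescence. Cells: HEK 293, 250 cells/well. Exposure: 48 or 72 hr, 37 degree Celsius.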
IP6K1 inh: IP6K1 kinase inhibition; IP6K1 kinase, ADP-Glo luminescence, 2 h; active compounds read low; activity change, % (series mostly up to about 58 µM); 0.81% of 140,000 active; AID 1645851; in the data active = activity change below about -25%
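ADP-Glo luminescence measures ADP made by human IP6K1 during a 2 h RT reaction with ATP/IP6 (mix at 1.3 mM/130 uM); top library doses 57.5 and 19.1 uM final.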
SNCA viab count: cell viability loss counter-screen. HEK-293-SNCA-luc viability, GF-AFC fluorescence, 24 h. Potency, µM (series often up to 57.1 µM), inactives show at the top dose activity change, negative = cytotoxicity, hits mostly cytotoxic. 0.12% of 150,000 active. AID 1671193;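 note: potency is the fitted concentration of half-maximal effect; 0% = DMSO-treated cells and -100% = medium-only wells without cells; nearly all actives have a fitted effect of over 30% in size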
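Cytotoxicity counterscreen: after 24 h compound treatment of genome-edited SNCA-luciferase HEK-293 cells, live-cell protease substrate GF-AFC read by fluorescence after 30 min; activity scaled between DMSO (0%) and medium-only (-100%), curves Hill-fitted.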
3T3 cytotox: NIH 3T3 cell cytotoxicity | AID 1345082 | 4.3% of 94,000 active | Potency, µM (titrated, usually from 96.7 µM), for the others: top-dose activity change, negative = cytotoxicity, actives largely listed as inhibitors | NIH 3T3 viability, CellTiter-Glo ATP luminescence, 48-72 h; note: potency is the fitted concentration of half-maximal effect; nearly all actives have a fitted effect of over 55% in size
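ATP-dependent luminescence (CellTiter-Glo) served as the viability signal for NIH 3T3 cells treated with compound for 48 or 72 hr at 37 °C.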
FLuc inh: Photinus pyralis luciferase inhibition. P08659. purified P. pyralis luciferase, luminescence, biochemical. Potency, µM (titrated, usually from 115 µM), for inactives: top-dose activity change, negative = inhibition, most hits filed as inhibitors. 2.5% of 76,000 active. AID 1347043; note: potency is the fitted concentration of half-maximal effect; nearly all actives have a fitted effect of over 65% in size
Target sequence (P08659 whole entry, looked up): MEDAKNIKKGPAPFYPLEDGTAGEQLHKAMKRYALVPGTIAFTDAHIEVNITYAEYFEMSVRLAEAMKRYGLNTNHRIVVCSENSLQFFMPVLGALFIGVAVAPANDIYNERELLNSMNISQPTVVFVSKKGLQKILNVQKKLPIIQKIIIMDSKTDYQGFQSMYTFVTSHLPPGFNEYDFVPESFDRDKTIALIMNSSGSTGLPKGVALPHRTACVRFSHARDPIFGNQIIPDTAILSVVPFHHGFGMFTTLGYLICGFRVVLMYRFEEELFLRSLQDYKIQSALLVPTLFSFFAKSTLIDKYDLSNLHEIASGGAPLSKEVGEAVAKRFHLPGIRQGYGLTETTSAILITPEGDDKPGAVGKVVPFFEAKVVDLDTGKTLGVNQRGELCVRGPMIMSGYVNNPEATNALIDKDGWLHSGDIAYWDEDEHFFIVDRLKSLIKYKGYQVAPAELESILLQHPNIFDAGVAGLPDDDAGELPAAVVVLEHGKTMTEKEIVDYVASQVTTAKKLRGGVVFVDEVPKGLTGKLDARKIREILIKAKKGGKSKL
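Biochemical qHTS: compound (6-point titration) added to 10uM D-luciferin plus 10uM ATP in Tris acetate pH 7.5 buffer with Mg, Tween-20 and BSA, then purified enzyme at 10nM; light output imaged.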
SNCA expr inh: reduces expression of the alpha-synuclein gene. Potency, µM (top dose mostly 57.2 µM), inactives show at the top dose activity change, negative = inhibition, usual class: inhibitors. AID 1671194. HEK-293 SNCA-luciferase knock-in, luminescence, 24 h. 0.17% of 140,000 active;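 note: potency is the fitted concentration of half-maximal effect; plate controls were DMSO cells for no effect and cell-free wells for full effect; nearly all actives have a fitted effect of over 45% in size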
GPT2 inh: blocks human glutamate pyruvate transaminase 2; Recombinant GPT2, coupled pyruvate oxidase/HRP Amplex Red fluorescence; 0.25% of 100,000 active; Q8TD30; AID 1671188; Potency, µM (titrated, usually from 57.7 µM), for the others: at the top dose activity change, negative = inhibition, most hits filed as inhibitors; note: potency is the fitted concentration of half-maximal effect; nearly all actives have a fitted effect of over 60% in size; many of its hits are not listed in these tables
Target sequence (Q8TD30 whole entry, looked up): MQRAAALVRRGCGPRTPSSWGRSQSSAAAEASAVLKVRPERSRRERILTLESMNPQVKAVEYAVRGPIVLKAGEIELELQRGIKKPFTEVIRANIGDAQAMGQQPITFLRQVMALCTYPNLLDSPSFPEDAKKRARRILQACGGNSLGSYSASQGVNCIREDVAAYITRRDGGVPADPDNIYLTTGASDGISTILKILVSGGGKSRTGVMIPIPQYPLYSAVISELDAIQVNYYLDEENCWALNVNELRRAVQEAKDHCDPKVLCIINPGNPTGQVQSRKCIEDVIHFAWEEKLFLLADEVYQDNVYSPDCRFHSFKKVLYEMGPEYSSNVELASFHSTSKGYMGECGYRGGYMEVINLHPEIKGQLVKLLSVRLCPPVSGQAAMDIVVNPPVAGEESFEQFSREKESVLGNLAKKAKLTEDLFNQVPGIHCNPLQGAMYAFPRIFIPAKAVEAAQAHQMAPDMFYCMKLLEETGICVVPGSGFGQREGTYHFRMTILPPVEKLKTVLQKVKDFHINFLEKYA
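GPT2 10ng/uL, a-KG 250uM, L-Ala 2mM, HEPES pH7.5 + 0.0001% Tween; 30 min RT. Then Amplex mix (PO/HRP/ThPP), 30 min RT dark, fluorescence. AOA 50uM used as positive control.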
* hit, by the source's call; i = inactive; ? = inconclusive; · = no result given; [ ] = dose if it differs, or a comment. Unless noted, calls come from the whole dose curve; as a rule, active = well fitted curve in the direction sought with a large enough effect; inconclusive = small, poorly fitted or top-dose-only effect, or another doubt; inactive = no such curve, though single readings can be large; an effect the other way counts as inactive or inconclusive. Unless noted, % is set by controls: 0 for no effect and ±100 for the full control effect. A portion of the library, so the mix of outcomes need not match the whole.

SMILES	HEK293 tox	IP6K1 inh	SNCA viab count	3T3 cytotox	FLuc inh	SNCA expr inh	GPT2 inh
CC(C(=O)O)C1CCC2(C)C3C(=O)C=C4C(CCC(=O)C4(C)C)C3(C)CCC12C (stereo not given)	·	-5	-10%[23.9 µM]	·	·	·	i
CC(C)c1nc2c(c(-c3ccc(Cl)cc3)n1)CN([S+](=O)([O-])c1cccc(C(F)(F)F)c1)CC2	-3%	-1	-4%	0%	0%	-19%	i
COc1cccc(-c2ccnc(-c3nnc(C)n3C3CCCCC3)c2)c1	71µM*	14	-5%[87.6 µM]	89µM*	0%[172 µM]	20%[87.6 µM]	i
COc1cccc(-c2ncc(CNC(=O)[C@H]3CC[C@@H](N)C3)s2)c1	-4%	23	6%	-9%	-9%	37%[activator]	4%
COc1ccc(C(=O)N2CCn3c(nn(-c4ccncc4)c3=O)C2)cc1	?	10	-4%	?	0%	-3%	i
Cc1cc(C(F)(F)F)nn1CCNC(=O)c1csc(-c2cccs2)n1	?	3	-4%	-29%	-20%	15%	-18%
Cc1cccc(CSc2nc3c(sc4ccccc43)c(=O)n2CCC(=O)NC(C)C)c1	·	61	7%	·	·	79%[activator]	·
O=C(C1CCCN1c1nccc(Nc2ccccc2F)n1)N1CCCC1 (stereo not given)	-19%	7	-17%[12.5 µM]	-23%	·	-27%	i
CCN1CCN(C(=O)c2cc(-c3cccc(C(F)(F)F)c3)nc3c2cnn3C)CC1	?	14	0%	32µM*	·	-1%	1%
CCOc1ccc(NC(=O)Cn2cc(C(=O)c3ccc(F)cc3)c(=O)c3cc4c(cc32)OCO4)cc1	·	-6	3%	·	·	3%	·
CO[C@H]1C(=O)N(C(C)C)[C@H]1C1CCN(S(=O)(=O)c2ccc3c(c2)OCCO3)CC1	-6%	10	10%	-18%	-6%	25%	i
Cc1cc(CN(C)C(=O)C2CCCN(C3CCN(Cc4ccncc4)CC3)C2)n[nH]1 (stereo not given)	i	-7	5%	i	-3%	2%	2%
O=C1CC2(CCN(C(=O)c3ccc(Cl)cc3)C2)Nc2ccccc2N1 (stereo not given)	-23%	10	4%	-28%	·	?	0%
O=C(c1n[nH]c2ccccc12)N1CCCC1c1nc(CCOCC2CCOCC2)no1 (stereo not given)	-6%	6	-14%	-4%	-6%	-24%	i
Cc1ccc2oc(=O)c(S(=O)(=O)c3ccc(F)cc3)cc2c1	·	-4	?	·	·	-1%	·
CC(NC(=O)c1ccc(F)cc1)c1nc2ccccc2[nH]1 (stereo not given)	·	-9	-4%	·	·	24%	·
CCOc1ccc(S(=O)(=O)N2CCN(C3(CC)CCN(C(=O)NC)C3)CC2)cc1 (stereo not given)	?	1	-6%	?	4%	-24%	i
Cc1ccc(CN2CCc3nc(N4CCN(C)CC4)[nH]c(=O)c3CC2)c(C)c1	-9%	9	-7%	-6%	9%	21%	i
CCOCc1nc(C2CCCN(C(=O)c3ccccc3C)C2)no1 (stereo not given)	1%	-4	3%[12.5 µM]	-8%	-2%	15%	i
OC(c1ccccc1)c1nc2ccccc2n1Cc1c(F)cccc1Cl (stereo not given)	·	5	1%	·	·	-21%	·
C[C@@H]1CN(C(=O)c2csc(CN(C)C)n2)C[C@@]1(O)C1CCC1	-21%	0	-7%	-3%	13%	14%	-23%
COc1cccc(CN2CCCC3(CCN(Cc4ccccc4)C3)C2=O)c1OC (stereo not given)	?	-8	-8%	?	8%	-11%	2%
CCCC(=O)N1CCN(c2nc3ccc(F)cc3s2)CC1	·	-13	-6%	·	·	-20%	·
Cc1ccc2oc(=O)c(-c3nc(-c4cccs4)no3)cc2c1	·	18	5%	·	·	83%[activator]	·

Reformatted as a markdown table: part of the list above
| SMILES | HEK293 tox | IP6K1 inh | SNCA viab count | 3T3 cytotox | FLuc inh | SNCA expr inh | GPT2 inh |
| --- | --- | --- | --- | --- | --- | --- | --- |
| CCOc1ccc(S(=O)(=O)N2CCN(C3(CC)CCN(C(=O)NC)C3)CC2)cc1 (stereo not given) | ? | 1 | -6% | ? | 4% | -24% | i |
| Cc1ccc(CN2CCc3nc(N4CCN(C)CC4)[nH]c(=O)c3CC2)c(C)c1 | -9% | 9 | -7% | -6% | 9% | 21% | i |
| CCOCc1nc(C2CCCN(C(=O)c3ccccc3C)C2)no1 (stereo not given) | 1% | -4 | 3%[12.5 µM] | -8% | -2% | 15% | i |
| OC(c1ccccc1)c1nc2ccccc2n1Cc1c(F)cccc1Cl (stereo not given) | · | 5 | 1% | · | · | -21% | · |
| C[C@@H]1CN(C(=O)c2csc(CN(C)C)n2)C[C@@]1(O)C1CCC1 | -21% | 0 | -7% | -3% | 13% | 14% | -23% |
| COc1cccc(CN2CCCC3(CCN(Cc4ccccc4)C3)C2=O)c1OC (stereo not given) | ? | -8 | -8% | ? | 8% | -11% | 2% |

Entries of single compounds as entered above.
C[C@@H]1CN(C(=O)c2csc(CN(C)C)n2)C[C@@]1(O)C1CCC1 in the list: HEK293 tox: -21%; IP6K1 inh: 0; SNCA viab count: -7%; 3T3 cytotox: -3%; FLuc inh: 13%; SNCA expr inh: 14%; GPT2 inh: -23%
OC(c1ccccc1)c1nc2ccccc2n1Cc1c(F)cccc1Cl (stereo not given) in the list: HEK293 tox: ·; IP6K1 inh: 5; SNCA viab count: 1%; 3T3 cytotox: ·; FLuc inh: ·; SNCA expr inh: -21%; GPT2 inh: ·

The results go on.
SMILES	HEK293 tox	IP6K1 inh	SNCA viab count	3T3 cytotox	FLuc inh	SNCA expr inh	GPT2 inh
O=C1NC(=NC2CCCCC2)C2(CCCN(CC3CCCCC3)C2)N1c1cc(F)cc(F)c1 (stereo not given)	?	-3	-29%	28µM*	·	?	-8%
O=C(C1CCCN1C(=O)Cc1ccccn1)N1CCC(N2Cc3cccn3C2=O)CC1 (stereo not given)	-4%	26	-3%	-15%	·	-17%	2%
Cc1cccc(-c2noc([C@@H]3Cc4nc[nH]c4CN3Cc3cccc(C#N)c3)n2)c1	?	1	-19%[87.6 µM]	?	0%[172 µM]	?	i
CC1(C)S[C@H]2[C@H](NC(=O)[C@@H](N)c3ccc(O)cc3)C(=O)N2[C@@H]1C(=O)O	·	·	-7%	·	·	1%	1%
CCc1ccc(Nc2nc3ccccc3nc2NS(=O)(=O)c2ccccc2)cc1	·	-8	-5%	·	·	27%	·
CCn1cc(S(=O)(=O)N2C[C@@H](Oc3cccnc3)C[C@H]2C(=O)NCCOC)cn1	3%	5	6%	-9%	-12%	1%	i
CCOc1ccc(CCNC(=O)c2ccc3c(Cl)c4c(nc3c2)CCCC4)cc1	·	-11	-4%	·	·	16%	·
O=C(NCCc1cccc(F)c1)C1CC(=O)N(c2n[nH]c3ccccc23)C1 (stereo not given)	-7%	4	8%	-9%	1%	8%	i
COc1ccccc1NC(=O)Cn1c(SCC(=O)N(C)c2ccccc2)nc2ccccc21	·	13	-11%	·	·	?	·
COCCc1noc(-c2ccccc2OC2CN(C(=O)Nc3ccccc3)C2)n1	-3%	-12	-3%	-13%	4%	17%	-1%
O=C(c1ccc(CSc2nc3ccncc3n2Cc2cccc(F)c2)cc1)N1CCCCCC1	·	-6	-22%	·	·	-7%	·
CCC1Oc2ccc(NC(=O)C3CCCC3)cc2CN(Cc2ccc(F)cc2Cl)C1=O (stereo not given)	?	2	5%	?	-3%	-14%	1%
CCCCC(=O)NC1CCN(c2cn[nH]c(=O)c2)CC1	3%	3	-2%	-23%	4%	-2%	i
COc1cc(OC)c(NC(=O)Cn2c(=O)c(C(F)(F)F)nc3ccccc32)cc1Cl	·	-4	5%	·	·	7%	·
COc1ccc(NC(=O)CCCN2C(=O)CCn3nc(-c4cn(C)c5ccccc45)cc32)cc1	·	10	-2%	·	·	-13%	·
Cc1nc2c(c(C)c1CCC(=O)NCc1ccccc1)c(=O)n(C)c(=O)n2C	·	21	4%	·	·	41%[activator]	·
COCCN1C(=O)c2cccn2CC1CNC(=O)Nc1ccc2c(c1)OCCO2 (stereo not given)	-6%	10	0%	-1%	0%	1%	i
O=C(Nc1ccc(Cl)cc1)NC1CCCN(Cc2ccc(-c3cncnc3)cc2)C1 (stereo not given)	?	0	6%[12.5 µM]	?	·	1%	1%
O=C(NC1CCCCC1)[C@@H]1Cc2nc[nH]c2CN1Cc1cc2ccccc2o1	?	15	-7%[87.6 µM]	?	-8%[172 µM]	-4%[87.6 µM]	i
CCOc1ccc(C(=O)Nc2ccc3oc(-c4ccc(C)cc4C)nc3c2)cc1Br	·	3	2%	·	·	-1%	·
Fc1ccc(C2Cn3cnc(-c4nc(-c5cccs5)no4)c3CO2)cc1 (stereo not given)	-25%	-1	-11%	-13%	-8%	8%	-6%
Cc1ccc(-c2ccccc2CN2CCC(C(=O)N3CCC(C#N)CC3)CC2)cc1Cl	?	-13	2%	?	·	-22%	-3%
COc1ccc(NC(=O)CC2Nc3ccccc3NC2=O)cc1 (stereo not given)	·	-13	-7%	·	·	20%	·
Cc1cnc(C(=O)N2CCN(C(=O)N3CC4CC(C3)[C@H]3CCCC(=O)N3C4)CC2)cn1 (stereo not given in full)	0%	2	0%	1%	3%	9%	i
Cc1noc([C@H]2CCN(C(=O)COc3ccccc3)C[C@H]2NC(=O)C2CC2)n1	0%	20	15%	i	-4%	32%	i
CC1(C)C(=O)N2c3ccccc3C(O)(CC(C(=O)O)n3cnc4ccccc4c3=O)C2N1O (stereo not given)	·	13	-30%[23.9 µM]	·	·	·	i
Cc1c(C)n(C)c2ccc(C(=O)NCc3cccc(F)c3)cc12	·	2	-14%	·	·	-15%	·
Cc1cc(Cl)ccc1OCc1cc(=O)n2c3c(sc2n1)CCCC3	·	-16	13%	·	·	-30%	·
COc1ccc(C(=O)N[C@@H](Cc2ccccc2)C(=O)N2CCCOCCNC(=O)CC2)cc1	-5%	5	2%	-19%	0%	-10%	-6%
CCn1c(Cn2ccc3ccccc3c2=O)nnc1C1CC(N)C1 (stereo not given)	i	8	0%	i	-2%	10%	i
CN1C(=O)C(c2ccccc2)CC12CCN(C(=O)c1ccc(F)cc1F)CC2 (stereo not given)	-14%	3	-1%	-22%	7%	-15%	4%[11.5 µM]
Cc1cccn2c(CNC3CCC4(CCNCC4)CC3)cnc12	-27%	1	3%	-27%	15%	15%	?
Cc1ccc(CN2C(=O)C3(c4ccccc42)N(c2cccc(C(F)(F)F)c2)C(=O)CS3(=O)=O)cc1 (stereo not given)	·	1	-10%	·	·	-13%	·
COc1cc2nc(NCC(C)c3ccccc3)n3nc(-c4ccccc4)nc3c2cc1OC (stereo not given)	·	36	9%	·	·	3%	·
CCc1ccc(OCCCn2c(-c3ccc(Cl)cc3)nc3ccccc3c2=O)cc1	·	-1	2%	·	·	14%	·
COCc1cc(=O)n(CC(=O)N2CCN(c3ccc(F)cc3)CC2)c(N2CCOCC2)n1	-3%	15	1%	-14%	0%	23%	i
CCOC(=O)c1sc2cccc(F)c2c1S(=O)(=O)N1CCN(c2cccc(Cl)c2)CC1	·	-23	6%	·	·	-5%	·
CN(Cc1ccccc1)C(=O)c1ccc2c(c1)NC(C)(CNCc1ccccc1)CO2 (stereo not given)	?	-6	-9%[87.6 µM]	89µM*	-8%[172 µM]	-13%[87.6 µM]	-17%[88.5 µM]

Screening data (PubChem)
